West Nile virus CPE – West Nile virus antiviral activity, cell-based, CPE readout (AID 1621) | West Nile virus-infected cells, CPE inhibition; higher % means a stronger effect | one-dose CPE inhibition, % at 10 µM; IC50 in µM for titrated hits | 0.02% of 290,000 active; in the data active = a potency from the dose series; inconclusive = CPE inhibition mostly from about 3.7% at the one dose, without a potency; inactive = the rest, 99 in 100 with CPE inhibition below about 2.2%; note: strong numbers were not always called active
NS5 inhibitors – Dengue-2 NS5 methyltransferase inhibitors, primary screen, biochemical, confirmation dose response (AID 588689). Genome polyprotein (Dengue virus type 2 (strain 16681-PDK53)). Dengue-2 NS5 methyltransferase capping enzyme assay, biochemical; higher % means a stronger effect. inhibition, % at 25 µM; hits with a dose series show IC50 in µM. 0.3% of 340,000 active; in the data active = a potency from the dose series; inconclusive = inhibition above about 29% without an active follow-up result
RSV CPE inhibition – RSV antiviral activity via CPE protection, HEp-2 cells, primary 10 µM value included (AID 2391) | 0.13% of 310,000 active | CPE inhibition, % at 10 µM; hits with a dose series show IC50 in µM | HEp-2 cells, RSV-induced CPE inhibition; higher % means a stronger effect; in the data active = a potency from the dose series; inconclusive = CPE inhibition mostly from about 23% at the one dose, without a potency; inactive = the rest, 99 in 100 with CPE inhibition below about 21%; note: strong numbers were not always called active
Yfh1-depleted yeast – enhancers of respiration in Yfh1-depleted yeast, dose response, Friedreich's ataxia, plus single-dose screen (AID 1465); S. cerevisiae Yfh1-off respiration, WST-1 reduction, 72 h; higher fold induction means a stronger effect; fold induction at 50 µM; hits with a dose series show EC50 in µM; 0.074% of 220,000 active;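 active = fold induction of absorbance versus untreated yeast above a set limit, then at least 30% activation at any dose in follow-up; inconclusive = repeats straddling the limit, or above it without dose testing; inactive = fold induction below the set limit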;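 note: activators that raise dye reduction in frataxin-depleted yeast; strong numbers were not always called active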
SV40 large T antigen – SV40 large T antigen inhibitors, biochemical (AID 1903). SV40 large T antigen ATPase/helicase inhibition assay; higher % means a stronger effect. inhibition, % at 20 µM; hits with a dose series show IC50 in µM. 0.39% of 310,000 active; in the data active = a potency from the dose series; inconclusive = inhibition mostly from about 32% at the one dose, without a potency; inactive = the rest, 99 in 100 with inhibition below about 32%; note: strong numbers were not always called active
XIAP displacement – XIAP antagonists, biochemical, IAP family, fluorescence polarization (AID 1018); 0.007% of 200,000 active; displacement, % at 20 µM; hits with a dose series show IC50 in µM; E3 ubiquitin-protein ligase XIAP (Homo sapiens); XIAP BIR domain, fluorescence polarization peptide displacement; higher % means a stronger effect; in the data active = displacement above about 50%; note: a part of the inactive calls stands beside numbers as strong as those of hits
K1F lysis inhibition – inhibition of K1F phage lysis, E. coli UTI89, bacterial capsule biogenesis inhibitors, alamar blue (AID 488966). 0.02% of 340,000 active. E. coli UTI89 K1F phage lysis, alamar blue, 2 h; higher % means a stronger effect. inhibition, % at 100 µM, or IC50 in µM where a hit was titrated;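 active = phage lysis inhibition, versus mean bacterial control, above a set limit; inconclusive = no clear call, values can overlap the other calls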;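 note: capsule biogenesis inhibitors block K1F phage lysis so surviving cells raise fluorescence; higher fluorescence means more inhibition of phage lysis; actives were called in the ten point dose series up to 300 µM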
CSM14.1 death rescue – rescue of cells from ER stress-induced death, primary screen, 384-well, CSM14.1, thapsigargin, ATP luminescence (AID 1222); one-dose cellular ATP content (survival), % at 20 µM; EC50 in µM for titrated hits; CSM14.1 thapsigargin-induced death rescue, ATP luminescence; higher % means a stronger effect; 190,000 tested, under 10 active;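 active = EC50 below 50 µM in the dose-response confirmation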;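 note: death triggered by thapsigargin at about 15 µM added after 2 h compound pretreatment; cell ATP read after overnight thapsigargin exposure of roughly 18 to 22 hours; normalized against plate controls of thapsigargin alone and 5% DMSO vehicle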
WT yeast gro inh – growth inhibition of WT strain, primary screen, mitochondrial fusion inhibitor project, WT and mutant strains, chemical genetic | mitochondrial fusion phenotypic screen | inhibition, % at 10 µM | 2.1% of 190,000 active; in the data active = inhibition above about 58%; tested in S. cerevisiae
WT yeast gro inh mutant strain – second read-out of WT yeast gro inh, no call of its own (marks repeat the call); inhibition, %; mitochondrial fusion phenotypic screen, mutant strain inhibition
NS5 inhibitors pilot replicate – second read-out of NS5 inhibitors, no call of its own (marks repeat the call); inhibition, %; measured here: pilot screen replicate inhibition
Active calls of the source: *; i = inactive; ? = inconclusive; / = no result given; [ ] = dose if it differs, or a comment.

SMILES | West Nile virus CPE | NS5 inhibitors | RSV CPE inhibition | Yfh1-depleted yeast | SV40 large T antigen | XIAP displacement | K1F lysis inhibition | CSM14.1 death rescue | WT yeast gro inh | WT yeast gro inh mutant strain | others
C#CCOCCOCCOCCNc1nc(N2CCN(C(=O)CCCCCCCCCCNC(=O)[C@@H](CCSC)n3cc(CCO)nn3)CC2)nc(N2CCN(C(=O)CCCCCCCCCCNC(=O)[C@H](CO)n3cc(CCCCCN)nn3)CC2)n1 | / | -3% | 5.2% | / | 12% | / | 0.6% | / | / | /
CN(C[C@H](Cc1ccccc1)N(C[C@H](c1ccccc1)N(CCc1ccccc1)N=O)N=O)N=O | -0.3% | 4% | -1.0% | i | 1% | -0.9% | 4.3% | 0.4% | 16 | 8
O=C(NCCc1ccc(F)cc1)c1ccc2c(=O)n3c(nc2c1)CCC3 | / | 3% | 0.3% | / | 0% | / | 0.2%[50 µM] | / | / | /
CCCC(=O)Nc1cc(OC)c(NC(=O)NC2CCCCC2)cc1OC | -0.5% | -1% | 0.7% | i | 3% | -2.2% | 0.3% | -1.2% | 5 | 6
COc1ccc(NC(=O)c2c(OC)cccc2OC)c(OC)c1 | 0.1% | 3% | -0.2% | i | -1% | 1.9% | 11% | 0.2% | 8 | 3
CCCCCCCC(=O)Nc1cc(C(=O)NCCC)ccc1N1CCC2(CC1)CC(c1ccccc1)=NO2 | -0.6% | -5% | 2.4% | / | 0% | / | -0.2% | / | / | /
COc1cc(CN2CCCC(CO)(Cc3cccc(Cl)c3)C2)cc2c1OCO2 (stereo unspecified) | -0.9% | -13% | -0.2% | i | 18% | -6.1% | 0.1% | 1.0% | 23 | 24
COc1ccc(C)cc1S(=O)(=O)Nc1cccc(Cl)c1Cl | -0.7% | -8% | 5.1% | i | 6% | -1.7% | 2.0% | -0.1% | 18 | -1
COc1cccc(C(=O)NC(=S)N2CCN(c3ccc(C(F)(F)F)cc3[N+](=O)[O-])CC2)c1 | -0.2% | -5% | 3.3% | i | 14% | -0.1% | 5.0% | -2.2% | -7 | -4
Cn1nc(-c2ccccc2)cc1NC(=O)Nc1ccccc1F | 0.1% | / | -0.7% | i | 10% | / | / | / | / | /
COc1cc(Cl)c(CN2CCC(CO)(CCOc3ccccc3)CC2)cc1OC | -1.5% | -2% | 0.2% | / | 8% | / | -0.8% | / | / | /
Cc1ccc(S(=O)(=O)Cn2nnnc2C(CC(C)C)N2CCN(c3ccccc3)CC2)cc1 (stereo unspecified) | -1.3% | -2% | 4.7% | i | 13% | -3.7% | 0.2% | -1.9% | 28 | -1
Cc1ccc(Cl)cc1N(C)C(=O)Cn1ncc2c([nH]c3ccccc32)c1=O | 0.4% | 4% | 5.0% | / | 13% | / | 0.1% | / | / | /
CC(=O)c1cccc(N=C2NC(=O)C(CO)(CO)S2)c1 | -0.5% | 0% | 0.6% | i | 1% | -0.1% | -0.8% | -2.3% | -13 | -7
COc1cc(NC(=O)CSc2nc3c(c(=O)[nH]2)CCCC3)cc(OC)c1OC | 0.5% | -4% | 7.1% | i | 15% | -3.0% | -0.4% | 1.2% | 4 | -1
COCCCNC(=S)NC1CC2CCCC(C1)N2Cc1cccs1 (stereo unspecified) | -0.4% | 1% | -0.5% | i | 3% | -2.8% | 1.8% | 2.0% | 0 | 16
C[C@H](NC(=O)[C@@H]1CSC2c3ccccc3C(=O)N21)C(=O)NCCc1ccc(F)cc1 (stereo partly specified) | -0.3% | 1% | 0.7% | / | 17% | / | 0.3% | / | / | /
CC(=O)c1c(C)nc2cc(Cl)ccc2c1N | / | -1% | 1.4% | / | 1% | -3.5% | 1.1% | -0.1% | 12 | 7
Cc1[nH]ccc(=O)c1OCc1c(F)cccc1Cl | -0.1% | -1% | 1.7% | i | 7% | -2.5% | 0.0% | -1.5% | -19 | 12
O=[N+]([O-])c1ccc(C2CCCC/C2=N\OCc2cccc(F)c2)c([N+](=O)[O-])c1 (stereo unspecified) | / | -5% | 15% | / | 2% | -0.3% | -0.4% | 0.6% | 31 | -2 | NS5 inhibitors pilot replicate=-1.4
O=S(=O)(NCC(c1cccnc1)N1CCN(Cc2ccccc2)CC1)c1ccccc1 (stereo unspecified) | 0.1% | 1% | 0.6% | i | 8% | -1.6% | 0.5% | -0.6% | 2 | 5
Cc1nc2c(nnn2Cc2ccccc2Cl)c(=O)[nH]1 | -0.3% | 7% | 2.1% | / | 1% | / | -1.6% | / | / | /
CCN(CC(=O)Nc1c(C(=O)OC)[nH]c2ccc(C)cc12)c1ccc2c(c1)OCO2 | -0.1% | 2% | 59% | i | 21% | -7.1% | -0.1% | -1.2% | 50 | 46
O=C(COc1ccc(NS(=O)(=O)c2ccc(F)cc2)cc1)N1CCOCC1 | 0.4% | -2% | 2.2% | i | 10% | 0.8% | -2.2% | -0.9% | -10 | 1
CCCCn1c(=O)n(C)c(=O)c2c3c(sc21)COC(C)(C)C3 | -0.5% | 2% | 12% | i | 8% | -3.2% | 2.9%[50 µM] | -1.2% | -7 | -20
O=c1c([N+](=O)[O-])c(N2CCCCCC2)c2ccccc2n1-c1ccccc1 | 0.6% | -6% | 0.4% | i | 6% | -0.2% | 0.1% | -0.3% | 9 | 25
O=C(CN1CCN(CC(=O)Nc2ccccc2Cl)CC1)Nc1ccc(F)c(F)c1 | -0.8% | 1% | 12% | / | 6% | / | 0.1% | / | / | /
CCOC(=O)c1c(CSc2ccc(C)cc2)n(C)c2cc(Br)c(O)c(CN(C)C)c12 | -1.5% | 10% | ? | i | 16% | -3.5% | -0.1% | -4.2% | 56 | 34
CC(=O)c1ccc(NC(=O)CCNS(=O)(=O)c2ccccc2F)cc1 | 0.7% | -10% | 1.4% | / | 7% | / | -0.1% | / | / | /
Cn1nc(C(=O)Nc2c(-c3ccccc3)nc3sccn23)c2ccccc2c1=O | -0.9% | -3% | -0.2% | i | 6% | -4.3% | 0.1% | -2.3% | 1 | 0

Retrieved by structure from above (four):
SMILES | West Nile virus CPE | NS5 inhibitors | RSV CPE inhibition | Yfh1-depleted yeast | SV40 large T antigen | XIAP displacement | K1F lysis inhibition | CSM14.1 death rescue | WT yeast gro inh | WT yeast gro inh mutant strain | others
COc1ccc(C)cc1S(=O)(=O)Nc1cccc(Cl)c1Cl | -0.7% | -8% | 5.1% | i | 6% | -1.7% | 2.0% | -0.1% | 18 | -1
COc1cc(CN2CCCC(CO)(Cc3cccc(Cl)c3)C2)cc2c1OCO2 (stereo unspecified) | -0.9% | -13% | -0.2% | i | 18% | -6.1% | 0.1% | 1.0% | 23 | 24
C[C@H](NC(=O)[C@@H]1CSC2c3ccccc3C(=O)N21)C(=O)NCCc1ccc(F)cc1 (stereo partly specified) | -0.3% | 1% | 0.7% | / | 17% | / | 0.3% | / | / | /
Cn1nc(-c2ccccc2)cc1NC(=O)Nc1ccccc1F | 0.1% | / | -0.7% | i | 10% | / | / | / | / | /

(list continues)
SMILES | West Nile virus CPE | NS5 inhibitors | RSV CPE inhibition | Yfh1-depleted yeast | SV40 large T antigen | XIAP displacement | K1F lysis inhibition | CSM14.1 death rescue | WT yeast gro inh | WT yeast gro inh mutant strain | others
CC1CCN(C(=S)c2cn(Cc3ccc(F)cc3)c3ccccc23)CC1 | -0.6% | -7% | 6.6% | ? | -2% | -0.1% | 5.8% | -1.2% | 12 | 0
CCOC(=O)CNC(=O)CSc1nnc(C)c(=O)[nH]1 | -0.5% | -3% | 1.3% | i | 18% | 0.7% | 3.3% | -2.3% | -7 | 11
COc1ccc(OCC(=O)NNC(=S)NC(=O)C2CC2)cc1 | -1.0% | 4% | 1.7% | / | 30% | / | -0.4% | / | / | /
COC(=O)c1ccc(NC(c2ccc(Cl)cc2)P(=O)(OC)OC)cc1 (stereo unspecified) | -0.7% | -7% | 2.2% | i | 0% | -5.7% | 1.4% | 4.1% | -6 | -3
Cc1c(N=Cc2ccc[nH]2)c(=O)n(-c2ccccc2)n1C | 0.5% | -10% | 1.5% | i | 18% | -4.1% | -0.3% | -1.1% | -12 | -8
O=C1Nc2ccc(Cl)cc2C(C#CC2CC2)(C(F)(F)F)O1 (stereo unspecified) | 1.5% | -11% | 12% | / | 6% | / | -8.0% | / | / | /
O=C(c1cccc([N+](=O)[O-])c1)N1CCN(c2ccc(Cl)cc2)CC1 | -1.3% | -4% | ? | i | 5% | -3.1% | 5.5% | -0.2% | 23 | 29
C/C(Cn1nnc([N+](=O)[O-])n1)=N\NC(=O)c1ccc(C)cc1 | 2.3% | -7% | 1.8% | i | 5% | / | 1.4%[50 µM] | -0.4% | -30 | -9
N#C/C(C(=O)c1ccccc1)=C1/SC=C(N)N1c1ccccc1 | 0.1% | / | / | i | 1% | -9.0% | / | 0.0% | 16 | 3
Cc1cc(=O)oc(C)c1C(=O)NCCC1=CCCCC1 | -0.2% | 3% | 2.2% | i | 4% | -0.7% | 1.3% | -2.3% | -9 | -16 | NS5 inhibitors pilot replicate=-1.5
CCOC(=O)c1cn(CC)c2ccc(S(=O)(=O)N3CC(C)CC(C)C3)cc2c1=O (stereo unspecified) | / | 4% | -0.4% | / | -3% | -12% | 5.4% | -1.7% | 6 | 4
COc1ccc(/C=N/NC(=O)Cn2cnc3ccccc3c2=O)cc1OC | 0.3% | 4% | 2.6% | i | 0% | -0.6% | 4.8%[50 µM] | 0.1% | -6 | -8
CC1=CCC2C(=O)N(c3ccc(S(N)(=O)=O)cc3)C(=O)C2C1 (stereo unspecified) | 0.0% | -4% | -0.7% | i | 10% | / | 0.0% | / | / | /
Cn1c(=O)c2c(nc(N/N=C/c3ccc(OC(=O)c4ccco4)cc3)n2Cc2ccccc2)n(C)c1=O | -0.1% | 5% | 8.5% | i | 4% | -2.2% | 0.4%[50 µM] | -2.1% | 37 | -3
CC1=NN(C(=O)COc2cc(C)ccc2C(C)C)C(O)(c2ccccc2)C1 (stereo unspecified) | -0.4% | 4% | 5.2% | i | 7% | / | -0.7% | / | / | /
CSc1ccccc1NC(=O)CSc1nnc(COc2ccccc2)o1 | 0.3% | -11% | 3.8% | / | 9% | / | 0.2% | / | / | /
COCCCNC(NC(=O)c1ccc(OC)cc1)C(Cl)(Cl)Cl (stereo unspecified) | -0.4% | -1% | 3.4% | i | 26% | 0.6% | 0.0% | 0.3% | -13 | -7
CC(C)NC(=O)c1cc2cc([N+](=O)[O-])ccc2s1 | -0.2% | 13% | 1.9% | i | 5% | 2.6% | -0.3% | 0.8% | 4 | 11
COc1ccc(/C=C2\SC(=S)N(CCC(=O)Nc3ccc(C(=O)O)cc3)C2=O)cc1OC | -0.1% | -7% | 2.7% | / | 5% | / | 0.3% | / | / | /
